697 NFkB inh: inhibitors of the PMA/ionomycin-induced NF-kB reporter in 697 B cells. 697 B-cell NF-kB luciferase reporter, 16 h. inhibition, % at 4 µM. 330,000 compounds, 0.33% hits; in the data active = inhibition above about 35%
CXCR6 inh: blocks human CXCR6 beta-arrestin recruitment. O00574. CHO-K1 PathHunter CXCR6 beta-arrestin, luminescence. inhibition, % at 20 µM. 360,000 compounds, 0.36% hits. AID 602244; in the data active = inhibition above about 34%, passing the limit was not always enough;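 note: antagonist mode with CXCL16 agonist at 10 nM final; 0% = 10 nM CXCL16 with DMSO and 100% = unstimulated wells without agonist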
CCR6 antag: blocks CCL20-driven beta-arrestin recruitment at human CCR6 | inhibition, % at 20 µM | CHO-K1 CCR6 PathHunter beta-arrestin, luminescence, CCL20-stimulated | 340,000 compounds, 0.49% hits;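 active = compounds whose inhibition of the agonist-driven luminescence signal at 20 µM reaches about 50%, limit read from the data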;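 note: cells stimulated with CCL20 at 14 nM final; plate controls were DMSO with CCL20 for no effect and DMSO without agonist for full effect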
EBI2 block: EBI2 (human) antagonism; P32249; EBI2 beta-arrestin recruitment, luminescence, 7a,25-OHC stimulated; AID 651636; 360,000 compounds, 0.81% hits; inhibition, % at 5 µM; in the data active = inhibition above about 38%;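 note: enzyme fragment complementation signal reports receptor beta-arrestin coupling in cells; 0% = agonist plus DMSO wells and 100% = wells without agonist; some results beyond the cut were filed as inactive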
Target sequence (P32249 whole entry, looked up, the tested form may be a part): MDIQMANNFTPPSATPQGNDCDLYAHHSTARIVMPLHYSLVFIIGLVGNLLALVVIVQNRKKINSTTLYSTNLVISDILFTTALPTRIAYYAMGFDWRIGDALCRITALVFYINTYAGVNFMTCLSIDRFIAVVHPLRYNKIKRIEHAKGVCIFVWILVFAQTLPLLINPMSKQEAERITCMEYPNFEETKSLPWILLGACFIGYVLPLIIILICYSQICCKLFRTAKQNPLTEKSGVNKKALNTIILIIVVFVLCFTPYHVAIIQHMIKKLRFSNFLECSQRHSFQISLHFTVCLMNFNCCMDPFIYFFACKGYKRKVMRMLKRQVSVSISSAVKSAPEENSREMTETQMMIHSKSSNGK
Jurkat NFkB inh: lowers PMA/ionomycin-induced NF-kB signal in Jurkat cells; PMA/ionomycin-induced NF-kB luciferase reporter, luminescence; inhibition, % at 4 µM; 330,000 compounds, 0.53% hits; in the data active = inhibition above about 50%
APJ antag: antagonists of human APJ apelin receptor. 330,000 compounds, 0.32% hits. CHO-K1 APJ beta-arrestin complementation, luminescence. inhibition, % at 20 µM;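 active = inhibition above about 40% at 20 µM, limit read from the data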;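 note: cells challenged with 10 nM apelin-13 agonist together with compound; plate controls were apelin-13 plus DMSO wells for no effect and DMSO wells lacking apelin-13 for full effect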
Target sequence (P35414 whole entry, looked up): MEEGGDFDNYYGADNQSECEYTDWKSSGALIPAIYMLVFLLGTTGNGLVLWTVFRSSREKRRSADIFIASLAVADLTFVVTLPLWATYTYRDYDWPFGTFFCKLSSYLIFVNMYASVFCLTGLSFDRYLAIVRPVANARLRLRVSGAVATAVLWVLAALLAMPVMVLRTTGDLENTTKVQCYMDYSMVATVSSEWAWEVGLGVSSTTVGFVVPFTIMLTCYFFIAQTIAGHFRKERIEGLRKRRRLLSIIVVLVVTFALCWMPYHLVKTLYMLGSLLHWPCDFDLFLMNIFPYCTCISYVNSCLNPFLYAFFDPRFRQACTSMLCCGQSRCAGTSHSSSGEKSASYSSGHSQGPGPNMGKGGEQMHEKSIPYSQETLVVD
Gli-Sufu antag: Gli-Sufu pathway antagonism; Sufu-KO-LIGHT fibroblasts, Gli luciferase reporter luminescence; inhibition, % at 5 µM; 340,000 compounds, 0.74% hits; AID 588413;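 active = inhibition above about 55%, limit read from the data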;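 note: 0% = DMSO-treated cells and 100% = wells with medium but no cells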
UBC13 polyUb: inhibitors of human UBC13 polyubiquitin chain formation. P61088. TR-FRET. inhibition, % at 20 µM. 330,000 compounds, 0.47% hits. AID 485273; in the data active = inhibition above about 45%, passing the limit was not always enough
Target sequence (P61088 whole entry, looked up): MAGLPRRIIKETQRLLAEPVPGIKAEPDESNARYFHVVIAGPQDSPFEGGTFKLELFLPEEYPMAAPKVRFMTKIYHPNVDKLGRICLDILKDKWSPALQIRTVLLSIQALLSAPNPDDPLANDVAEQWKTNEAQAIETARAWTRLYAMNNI
* hit, by the source's call; x = not tested or not shown; & = joins results of further samples; ! = repeats disagree. Compounds as they come, and some 3% of all compounds hit somewhere here.

SMILES	697 NFkB inh	CXCR6 inh	CCR6 antag	EBI2 block	Jurkat NFkB inh	APJ antag	Gli-Sufu antag	UBC13 polyUb
CCN(C[C@H]1N[C@@](Cc2ccccc2)(C(=O)OC)[C@H]2C(=O)N(Cc3ccccc3)C(=O)[C@@H]12)S(=O)(=O)c1ccccc1	9	8	20	19	-3	14	4	3
CC(C)(C)c1ccc(OCc2ccc(C(=O)N/N=C/c3ccc([N+](=O)[O-])cc3)o2)cc1	-38	-10	1	0	-36	-9	-98	-18
CCCC(C(=O)Nc1ccc(S(=O)(=O)Nc2ncccn2)cc1)c1ccccc1 (stereo unspecified)	1	3	-8	7	12	-12	-17	11
O=C(NN=Cc1ccccc1O)C(O)(c1ccccc1)c1ccccc1	x	-10	11	6	x	x	18	x
Cc1ccc(C)c(OCCC(=O)Nc2cc(S(=O)(=O)N3CCCCC3)ccc2C)c1	0	8	12	9	-4	-4	5	5
O=C(CNC(=O)c1ccccc1F)Nc1ccccc1C(F)(F)F	6	-2	3	-2	-3	7	-17	8
COc1cc(C(=O)Nc2ccncc2)cc(OC)c1OC	6	-9	-9	9	4	7	-2	6
O=c1[nH]c(CSc2nnc(-c3ccccc3)n2-c2ccccc2)nc2ccccc12	6	4	6	11	-13	11	-5	5
COc1cccc(NC(=O)N2CCCCCC2)c1	-65	3	9	-3	-9	5	-17	-6
O=C(Cn1nc(C(=O)O)c2ccccc2c1=O)Nc1cc(Cl)cc(Cl)c1	-7	6	17	5	10	-16	17	-1
O=C(NNC(=O)c1cc(S(=O)(=O)N2CCCCC2)ccc1Cl)c1ccccc1O	-6	-1	0	-10	-11	0	-1	-4
CCCCN(CC)Cc1ccc(CNC(=S)Nc2cccc(F)c2)o1	20	0	12	-3	-2	-1	1	3
COc1cccc(C(=O)NC2CC3CCC(C2)N3Cc2ccccc2)c1 (stereo unspecified)	-15	8	23	-3	-12	-10	21	5
Cc1[nH]c(C)c(S(=O)(=O)N2CCN(c3ccccc3F)CC2)c1C(=O)N1CCCCC1	-9	-1	1	0	6	-4	14	0
O=C(NCC(=O)N(c1cnc2ccccc2c1)C(C(=O)NC1CCCC1)c1ccncc1)c1ccco1 (stereo unspecified)	19	-1	3	1	2	-2	20	8
CCOC(=O)CCCNC(=O)c1cncc(Br)c1	22	-5	-1	-19	-3	8	-11	5
CNc1c(NS(=O)(=O)c2ccc(OC)c(Cl)c2)c(=O)oc2ccccc12	9	-1	-10	-4	3	-5	-16	2
Cc1ccc(S(=O)(=O)Nc2cccc3c2O[C@H](CN(C)C(=O)Nc2ccc(C(F)(F)F)cc2)[C@@H](C)CN([C@H](C)CO)C3=O)cc1	12	4	-1	-4	-1	-1	-7	1
Cc1c(C(=O)O)[nH]c2c1C(=O)CC(c1ccc(Cl)cc1)C2 (stereo unspecified)	11	-4	0	2	7	8	-6	1
COc1ccc(CNc2ncnc3c2[nH]c2ccccc23)cc1	4	-4	6	3	31	8	53	9
O=C(NCC1CCOCC1)c1cc(COc2cccc(C(F)(F)F)c2)on1	-3	1	24	-1	-6	2	-11	-4
Cc1cccc(/C(N)=N/OC(=O)c2ccncc2)c1	-172	-9	-1	-5	-120	-13	17	-12
O=c1cc(Cl)c(-c2ccccc2)nn1Cc1ccc(Cl)cc1	13	4	13	16	29	15	-2	7
CC1CCN(C(=O)c2ccc(CSc3nc4ccncc4n3Cc3ccc(F)cc3)cc2)CC1	-7	-3	5	-10	0	8	-6	4
CC(=O)n1nc(-c2ccco2)nc1N	14	1	-1	4	10	12	-13	5
COc1cccc(CNC(=O)CSc2nnc3c(n2)[nH]c2ccccc23)c1	8	1	7	-5	1	7	1	-5
COc1ccc(CCNC(=O)NCCc2c[nH]c3ccccc23)cc1OC	2	7	10	40	-9	-14	5	8
COc1ccc(-n2nc([N+](=O)[O-])c(=NCc3ccco3)n2O)cc1	-67	-16	-11	-13	-64	-10	-27	-19
CN1CCN(C(=O)c2cc(Cl)ccc2Cl)CC1	15	-10	-3	8	-8	-7	-20	7
CCc1ccc(C2=NN(CCC(=O)NCC3CCCO3)C(=O)CC2)cc1 (stereo unspecified)	24	-2	10	-13	4	11	-6	7
C=CCOC(=O)C1=C[C@H](c2csc3ccccc23)[C@@H](CCCO)[C@H](OCC)O1	9	6	19	-2	1	3	-7	0
O=C(Cc1csc(N2CCOCC2)n1)N/N=C/c1ccc(Cl)cc1Cl	7	-4	8	14	2	-5	5	4
N/C(Cc1ccc([N+](=O)[O-])cc1)=N\OC(=O)c1ccc(Br)o1	-16	-22	-48	-7	2	-102	-14	7
CC1N=C2c3ccccc3N=C(SCc3cc(=O)n4cc(Cl)ccc4n3)N2C1=O (stereo unspecified)	-10	-2	-17	-10	2	16	4	-25
COc1cc(/C=N/Nc2ccc(F)cc2F)cc(OC)c1OC	8	1	7	4	2	-26	1	0
CCN1CCN(c2ccc(NC(=O)COc3ccc([N+](=O)[O-])cc3)cc2)CC1	-26	0	-1	0	-16	-1	10	-1
Cc1nc(=O)c(-c2ccccc2)c(C)n1CCCCCC(=O)O	13	2	-9	5	-3	-3	-1	-4
CCC(C)(C)NC(=O)CN(Cc1ccco1)C(=O)CCC(=O)Nc1nccs1	3	3	4	-9	-3	8	-9	0
Cn1c(=O)c2c(SCC(=O)N3CCOCC3)nc(C3CC3)nc2n(C)c1=O	4	7	6	-5	-3	15	0	3
O=[N+]([O-])c1cccc(S(=O)(=O)N2CCC(c3nc(-c4ccncc4)no3)CC2)c1	-6	2	14	-3	12	-24	5	1

A draw from above in order of length of the SMILES, ascending:
SMILES	697 NFkB inh	CXCR6 inh	CCR6 antag	EBI2 block	Jurkat NFkB inh	APJ antag	Gli-Sufu antag	UBC13 polyUb
CN1CCN(C(=O)c2cc(Cl)ccc2Cl)CC1	15	-10	-3	8	-8	-7	-20	7
O=C(Cc1csc(N2CCOCC2)n1)N/N=C/c1ccc(Cl)cc1Cl	7	-4	8	14	2	-5	5	4
Cn1c(=O)c2c(SCC(=O)N3CCOCC3)nc(C3CC3)nc2n(C)c1=O	4	7	6	-5	-3	15	0	3
CC1CCN(C(=O)c2ccc(CSc3nc4ccncc4n3Cc3ccc(F)cc3)cc2)CC1	-7	-3	5	-10	0	8	-6	4

Remaining list, next part
SMILES	697 NFkB inh	CXCR6 inh	CCR6 antag	EBI2 block	Jurkat NFkB inh	APJ antag	Gli-Sufu antag	UBC13 polyUb
CCn1ccnc1CNCc1cn(-c2cc(C)ccc2C)nc1-c1ccccc1	8	1	10	-7	19	9	8	5
COc1ccc(-n2ncc3c(NCCN4CCOCC4)ncnc32)cc1	-29	-5	-26	4	-31	4	-2	8
CCN(CC)c1ccc(NC(=O)c2ccccn2)cc1S(=O)(=O)Nc1ccccc1OC	-5	0	10	24	-2	21	30	-10
CCOc1ccc(C(=O)N(CN2CCCC2=O)c2cccc(Cl)c2)cc1	13	6	10	3	-43	-12	28	-2
Cc1ccc(CN2C(=O)C(Cc3ccccc3)Nc3ncnc(N4CCCCC4)c32)cc1 (stereo unspecified)	-8	41*!	51*	12&12	-15	39	3	1
O=S(=O)(/N=C/c1c(O)ccc2ccccc12)c1cccs1	19	x	x	x	14	-6	x	1
O=C(NNC(=O)c1ccc(-c2ccccc2)cc1)Nc1ccccc1F	28	4	-12	-2	5	9	-12	5
O=C(Cc1ccccc1)NCc1ccc(-n2cccc2)cc1	-36	-5	9	-4	54*	2	-16	8
Cc1ccc2nc(-c3ccccc3C)oc(=O)c2c1	6	3	11	0	4	-14	1	5
COc1ccc(CCN(Cc2cccs2)S(=O)(=O)c2ccc(-n3cnnn3)c(OC)c2)cc1OC	-5	15	-5	23	-3	11	2	45
COc1ccc(N2C(=O)CC(N3CCN(S(=O)(=O)c4c(C)cc(C)cc4C)CC3)C2=O)cc1 (stereo unspecified)	16	2	0	8	7	2	0	-2
COc1ccccc1C1=NOC(Cn2c(NCCCO)nc3c2c(=O)n(C)c(=O)n3C)C1 (stereo unspecified)	-4	-7	10	-9	4	7	27	-9
CC(=O)Nc1cccc(NC(=O)CSc2nnc(Cc3cccn3C)n2-c2ccc(C)cc2)c1	17	6	-5	4	-6	22	11	1
CCN(C(=O)c1cnc(OC)cc1C(F)(F)F)c1ccc(Cl)cc1Cl	-2	9	14	10	-7	-11	2	-2
O=C(c1ccc(F)cc1F)N1CCCC(c2nc(-c3cccs3)no2)C1 (stereo unspecified)	1	0	16	1	-10	2	7	-3
COc1ccc(-c2nc3cnccn3c2Nc2ccc(C)cc2)cc1	-39	0	19	20	-25	-7	3	15
O=C(Nc1nnc(-c2cccs2)o1)C1CC1	-3	-4	12	-3	-25	5	-2	0
Cc1ccc(N2C(=O)N3[C@H]4c5ccccc5OC[C@@H]4[C@@H](c4ccccc4)[C@@]3(C)C2=O)cc1	-23	5	5	0	12	8	7	-14
O=C(O)c1cc(-n2[nH]c(=O)c3ccccc3c2=O)ccc1Cl	10	6	4	2	4	12	5	5
CC1CCN(Cc2c(C(=O)N/N=C/c3cc(Cl)ccc3O)nnn2-c2nonc2N)CC1	-36	5	50*	-15	23	8	80*	-7

Two entries from above, in CSV form.
molecule,697 NFkB inh,CXCR6 inh,CCR6 antag,EBI2 block,Jurkat NFkB inh,APJ antag,Gli-Sufu antag,UBC13 polyUb
O=C(O)c1cc(-n2[nH]c(=O)c3ccccc3c2=O)ccc1Cl,10,6,4,2,4,12,5,5
CC1CCN(Cc2c(C(=O)N/N=C/c3cc(Cl)ccc3O)nnn2-c2nonc2N)CC1,-36,5,50*,-15,23,8,80*,-7

(continued)
SMILES	697 NFkB inh	CXCR6 inh	CCR6 antag	EBI2 block	Jurkat NFkB inh	APJ antag	Gli-Sufu antag	UBC13 polyUb
CC1=C(C(=O)Nc2ccccc2)C(c2ccco2)NC(=O)N1 (stereo unspecified)	1	-6	4	-6	3	5	2	-5
O=[N+]([O-])c1cc(-c2cnc3ccccc3n2)ccc1Oc1ccc(Br)cc1	-15	4	13	46*	-18	-11	-21	2
Cc1ccc(S(=O)(=O)N2CCCC(C(=O)N3CCN(C)CC3)C2)cc1 (stereo unspecified)	-8	-4	-3	2	3	2	-1	6
Cn1c(=O)[nH]c(=O)c2c1nc(CN1CCN(c3cccc(Cl)c3)CC1)n2CCN1CCOCC1	17	0	-1	2	-9	16	-12	7
O=C(NCCc1ccc(Cl)cc1)c1cnc2n(c1=O)CCS2	-24	-1	5	4	-40	11	-18	10
CCSCc1nnc(SCC(=O)Nc2nc3ccccc3s2)n1C	15	-1	-25	-20	-2	-3	14	0
COc1cccc2cc(C(=O)N3CCCCCCC3)c(=O)oc12	-2	-7	-8	-6	-18	-7	6	-2
COCCNc1nc2c(S(=O)(=O)c3cc(C)ccc3C)nnn2c2ccccc12	-4	4	5	3	11	15	-1	22
CCOc1ccc(CNC(=O)CN2C(=O)C(c3ccccc3)Oc3cccnc32)cc1 (stereo unspecified)	5	4	21	13	10	7	-14	-2
CCN1CC=C2C(C#N)=C(N)C(C#N)(C#N)C(CCc3ccccc3)C2C1 (stereo unspecified)	-15	-12	9	-2	-10	23	8	-13
Cc1csc(Nc2cccc3ccccc23)n1	-20	0	14	-10	-2	16	-11	22
COC(=O)c1cc(C(=O)c2cccc(Cl)c2Cl)cn1C	8	5	3	-5	-13	12	-2	11
Cc1ccc(S(=O)(=O)N(C)C2(C)CCS(=O)(=O)C2)cc1 (stereo unspecified)	11	-6	-17	-6	8	8	-3	0
COc1ccc(C2=NOC(C(=O)N3CCOCC3)C2)cc1OC (stereo unspecified)	-4	-2	1	-11	-10	-1	-1	3
COc1ccc(OC)c(C2C(C(C)=O)=C(O)C(=O)N2c2ccc(O)cc2)c1 (stereo unspecified)	14	-2	1	7	-2	23	5	-11
CC(=O)N1CC[n+]2c(-c3ccc([N+](=O)[O-])cc3)csc21	13	5	-8	5	-5	-10	3	-20
Cc1cc([N+](=O)[O-])ccc1NC(=O)Cc1ccc(F)cc1	-5	-5	14	2	4	-7	-25	3
CC(C)(C)NC(=O)CSc1nncn1NCc1ccccc1	-15	-10	-1	2	-15	-26	3	-5
Clc1ccc(-c2cc3ccccc3nc2N2CCOCC2)cc1	-2	1	26	13	-4	9	2	23
CCOC(=O)CN(c1ccccn1)S(=O)(=O)c1ccccc1	9	-3	17	-12	-3	1	5	12
O=[N+]([O-])c1ccc(NCCNS(=O)(=O)c2ccccc2)c(C(F)(F)F)c1	8	-19	15	3	8	23	0	0

Bioassay records: PubChem BioAssay, Sanford-Burnham Center for Chemical Genomics
